Source: PubChem (Southern Research Specialized Biocontainment Screening Center)
M. tuberculosis: growth inhibition of non-replicating M. tuberculosis (AID 488890); inhibition, % at 25 µM; hits with a dose series show IC50 in µM; Mycobacterium tuberculosis non-replicating, growth inhibition; higher % means a stronger effect; actives 0.39% (n = 320,000); in the data active means a potency from the dose series; inconclusive means inhibition mostly from about 82% at the one dose, without a potency; inactive means the rest, 99 in 100 with inhibition below about 76%;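 further: plate controls were DMSO cells for no effect and high antibiotic wells for full effect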
PhoP GFP inhibition: PhoP regulon inhibitors, Salmonella typhi PhoP promoter GFP reporter, confirmatory (AID 1850). one-dose inhibition, % at 50 µM; IC50 in µM for titrated hits. Salmonella Typhi PhoP-promoter GFP reporter, fluorescence, 4 h; higher % means a stronger effect. actives 0.33% (n = 310,000); in the data active means a potency from the dose series; inconclusive means inhibition mostly from about 25% at the one dose, without a potency; inactive means the rest, 99 in 100 with inhibition below about 19%;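 further: 0% = induced wells with vehicle and 100% = uninduced wells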
H37Rv inhibition: M. tuberculosis growth inhibition, HTS (AID 449762); M. tuberculosis H37Rv growth inhibition, 7H9 media; higher % means a stronger effect; inhibition, % at 25 µM; hits with a dose series show IC50 in µM; actives 0.59% (n = 330,000); in the data active means a potency from the dose series; inconclusive means inhibition above about 70% without an active follow-up result;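 further: bacterial growth assessed after seven days of incubation; strong numbers were not always called active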
inhibitors of VEEV: inhibitors of VEEV TC-83 cytopathic effect, confirmation, Vero cells (AID 588727); inhibition, % at 20 µM, or IC50 in µM where a hit was titrated; actives 0.13% (n = 350,000); Vero cells, VEEV TC-83 cytopathic effect inhibition; higher % means a stronger effect; in the data active means a potency from the dose series; inconclusive means inhibition mostly from about 14% at the one dose, without a potency; inactive means the rest, 99 in 100 with inhibition below about 12%; further: strong numbers were not always called active
influenza NS1A: H1N1 influenza NS1A inhibitors, functional cell based assay (AID 504329). NS1A functional cell-based assay, percent inhibition; higher % means a stronger effect. inhibition, % at 12.5 µM, or IC50 in µM where a hit was titrated. actives 0.3% (n = 340,000); in the data active means a potency from the dose series; inconclusive means inhibition above about 27% without an active follow-up result; further: strong numbers were not always called active
inhibitors of VEEV 10K pilot screen: also measured in inhibitors of VEEV; calls as there; inhibition, %; measured here: 10K pilot screen inhibition
Starred values were filed as active, the others as inactive; i = inactive; ? = inconclusive; nt = not tested or not shown.

SMILES	M. tuberculosis	PhoP GFP inhibition	H37Rv inhibition	inhibitors of VEEV	influenza NS1A	others
CCCCC(=O)Nc1nnc(S(=O)(=O)N2CCCc3ccccc32)s1	nt	-12%	1%	2.8%	-4%
CCOC(=O)C1CCCCN1Cc1cc(OC)ccc1OC (centres undefined)	-4%	4%	0%	0.1%	-13%
CCc1cccc2c(C(=O)COC(=O)c3cccc(S(=O)(=O)N(C)C4CCCCC4)c3)c[nH]c12	22%	0%	8%	i	-1%
CC(C)(C)c1ccc(COn2c(=O)c(-c3ccco3)[n+]([O-])c3ccccc32)cc1	13%	15%	1%	6.3%	1%
COc1ccc(NC(=O)CSc2nc3[nH]ncc3c(=O)n2-c2ccccc2OC)cc1OC	9%	2%	-4%	0.1%	11%
Oc1ccc(CN2CCCCC2)nc1-c1ccccc1	-1%	0%	4%	i	8%
COc1ccc(C(=O)C2CCCN(Cc3cnc(N4CCOCC4)s3)C2)cc1F (centres undefined)	2%	-5%	1%	0.3%	-3%
COc1ccc(NC(=O)Nc2ccccc2)cc1S(=O)(=O)N1CCCCC1	19%	6%	-2%	0.7%	13%
Cc1cc(C)c2sc(N)nc2c1	3%	-4%	13%	0.5%	-4%
COc1cc2c(cc1NCc1ccccn1)oc1ccccc12	74%	5%	?	2.9%	1%
CCN(CC)c1ccc(/C=C2\C(=O)NC(=O)N(CC3CCCO3)C2=O)cc1 (centres undefined)	-10%	-8%	8%	1.0%	3%
CCN(CC)CCNCC(=O)Nc1ccc(Oc2ccccc2)cc1	8%	-2%	4%	i	12%
O=S(=O)(c1ccc(SCc2ccccc2)nc1)N1CCCC1	41%	nt	5%	5.0%	-9%
CCOC(=O)Nc1nnc(-c2ccc(OC)cc2)s1	7%	-10%	-8%	1.8%	-7%
CCC1=C(C(=O)OC)C(c2cc(OC)ccc2OC)C(C#N)=C(N)O1 (centres undefined)	-1%	-4%	4%	i	0%

Overlap with the part before: 2 entries, then new ones.
SMILES	M. tuberculosis	PhoP GFP inhibition	H37Rv inhibition	inhibitors of VEEV	influenza NS1A	others
CCOC(=O)Nc1nnc(-c2ccc(OC)cc2)s1	7%	-10%	-8%	1.8%	-7%
CCC1=C(C(=O)OC)C(c2cc(OC)ccc2OC)C(C#N)=C(N)O1 (centres undefined)	-1%	-4%	4%	i	0%
Cc1nn(-c2ccccn2)c2c1-c1nc(N)ncc1CC2	4%	-4%	1%	0.5%	-6%
O=C(Cc1ccccc1)NC1(Cc2ccc(O)cc2)CCCCC1	1%	3%	-5%	i	8%
O=c1cc(-c2ccc(O)c(O)c2)oc2cc(O)c([C@@H]3O[C@H](CO)[C@@H](O)[C@H](O)[C@H]3O)c(O)c12	7%	nt	7%	0.1%	5%
CSc1nc2c(cnn2-c2ccc(C)c(C)c2)c(=O)[nH]1	nt	-9%	3%	i	8%
c1ccc2c(c1)[nH]c1c(NCC3CCCO3)ncnc12 (centres undefined)	-36%	10%	-5%	8.1%	8%
Cc1cc(C)cc(N(CC(=O)Nc2ccc(Br)cc2)S(=O)(=O)c2c(C)[nH]c(=O)[nH]c2=O)c1	5%	-9%	4%	5.3%	-2%
Cc1nn(C2CCS(=O)(=O)C2)c(C)c1CN(C)C(=O)c1cccc(Cl)c1 (centres undefined)	-25%	nt	3%	i	2%
COC(=O)NCc1ccc(Cl)c(Cl)c1	1%	-25%	2%	0.2%	10%
O=C(COc1ccccc1F)NC1CCN(Cc2ccccc2)CC1	-6%	10%	-7%	0.6%	-2%
COc1ccc(NC(=O)c2ccccc2NS(C)(=O)=O)cc1OC	6%	-2%	4%	10%	12%
CN(C)C1(CNC(=O)c2ccc(Cl)c(S(=O)(=O)NCc3ccco3)c2)CCCCC1	4%	0%	-3%	6.7%	1%	inhibitors of VEEV 10K pilot screen=0.0
CCC1c2ccc(C)n2CCN1C(=O)Nc1ccc(F)cc1 (centres undefined)	18%	-2%	1%	0.1%	-9%
CCOC(=O)c1ccc(NC(=O)c2nc[nH]c2C(=O)NCCCCCNC(=O)OC(C)(C)C)cc1	6%	6%	?	9.2%	-9%
CC1=NN(C(=O)CCc2ccccc2)C(c2ccccc2)C1 (centres undefined)	11%	-6%	0%	i	-5%
O=C(CCN1C(=O)C2C3C=CC(C3)C2C1=O)NCCc1ccccc1 (centres undefined)	-4%	-4%	-6%	1.1%	2%

Structural class: those above with an aryl thioether with sulfur outside any ring (three)
SMILES	M. tuberculosis	PhoP GFP inhibition	H37Rv inhibition	inhibitors of VEEV	influenza NS1A	others
COc1ccc(NC(=O)CSc2nc3[nH]ncc3c(=O)n2-c2ccccc2OC)cc1OC	9%	2%	-4%	0.1%	11%
O=S(=O)(c1ccc(SCc2ccccc2)nc1)N1CCCC1	41%	nt	5%	5.0%	-9%
CSc1nc2c(cnn2-c2ccc(C)c(C)c2)c(=O)[nH]1	nt	-9%	3%	i	8%

Continuation:
SMILES	M. tuberculosis	PhoP GFP inhibition	H37Rv inhibition	inhibitors of VEEV	influenza NS1A	others
CC1(OCON)CCCc2ccccc21 (centres undefined)	22%	13%	1%	0.0%	4%
CN(C(=O)c1ccc(NC(=O)Cc2cccc(NC(=O)C3CCCN(C(=O)CCc4ccccc4)C3)c2)cc1)C1CC1 (centres undefined)	nt	nt	nt	1.8%	0%
Cc1cc(C)c(NC(=O)Cn2nnc(C(=O)NCc3ccc4c(c3)OCO4)c2N)c(C)c1	-14%	-5%	-2%	0.8%	2%
Clc1cccc(N2CCN(CCCN3CCN(c4ccccc4)CC3)CC2)c1	nt	nt	nt	0.5%	-2%
C=CCc1cccc(CNc2cnc3ccccc3c2)c1O	57%	12%	100%	2.5%	-5%
NC(=O)CC[C@@H]1NC(=O)[C@H](CO)NC(=O)c2cc([N+](=O)[O-])cc(I)c2NCC[C@@H](C(N)=O)NC(=O)[C@H](Cc2ccc(O)cc2)NC1=O	-8%	6%	-4%	nt	nt
COc1ccc(S(=O)(=O)NCC(=O)N(CC(=O)NCc2ccco2)Cc2ccccc2)cc1	2%	21%	0%	0.7%	-2%
COc1ccc(-c2nc3n(n2)C(c2ccccc2Cl)C(C(N)=O)=C(C)N3)cc1 (centres undefined)	11%	6%	9%	1.2%	1%
Cc1ccc(N2C(=O)C3CC3C2=O)cc1 (centres undefined)	-8%	-5%	2%	1.1%	-6%
COc1ccc(NC(=O)c2ccc([N+](=O)[O-])s2)c([N+](=O)[O-])c1	?	-2%	6%	0.8%	1%
O=C(c1cccs1)N1CCN(S(=O)(=O)c2ccccc2)CC1	-1%	32%	-7%	3.7%	-2%
COc1ccc2nc(SCC(=O)NC3CCCCC3)[nH]c2c1	17%	-9%	-7%	0.3%	-3%
O=C(CCc1nc(-c2ccccc2)no1)NCC1CCCO1 (centres undefined)	?	0%	-5%	2.2%	2%
COc1ccc(-c2cc(-c3ccc(O)cc3)nc(N)c2C#N)cc1	32%	-1%	52%	6.0%	-5%
O=[N+]([O-])c1ccc(OCC(O)CNCCNc2nccc(C(F)(F)F)n2)cc1 (centres undefined)	36%	0%	-6%	i	8%
O=C(NN=C1CCCCCC1)NC1CCCCC1	5%	13%	-7%	0.4%	-3%
COc1ccc(NC(=O)Nc2ccc(N3CCOCC3)c3nonc23)c(OC)c1	-9%	0%	6%	0.7%	-4%
Cc1ccc(-n2c(C)cc(C=C(C#N)C#N)c2C)cc1	-1%	-1%	-9%	2.1%	8%
CN(C)/C(CN1CCCCC1)=C1\N=C(c2ccccc2)OC1=O	2%	1%	-5%	0.6%	-3%
Cc1cccc(C)c1OCC(=O)N/N=C/c1cccn1C	7%	-12%	-3%	3.0%	-1%
COc1ccc(S(N)(=O)=O)cc1C(=O)OCC(=O)N1c2ccccc2NC(=O)C1(C)C	1%	nt	-4%	0.6%	9%
COc1ccc(NC(=O)C2CCC(CNS(=O)(=O)c3csc(C(N)=O)c3)CC2)cc1OC (centres undefined)	3%	-16%	9%	i	-2%
O=C(CNc1ccccc1F)Nc1cc(S(=O)(=O)N2CCCCC2)ccc1Cl	15%	nt	-1%	5.0%	-8%
COc1ccc2c(c1)CCc1c(C(=O)NCCc3ccc(OC)c(OC)c3)noc1-2	0%	1%	3%	5.7%	7%
CC(C)c1ccc(N(CC(=O)N/N=C/c2ccc(OC3CSC3)cc2)S(=O)(=O)c2ccccc2)cc1	-15%	-8%	-9%	1.8%	-4%
Cc1ccc(C)c(NC(=O)CCN2CCC(C)CC2)c1	-5%	9%	3%	0.2%	4%
O=C(CNC(=S)N(Cc1ccccc1)Cc1ccccc1F)NCc1ccccc1	28%	3%	1%	1.8%	-1%
COC(=O)c1c(C(=O)OC)c(-c2ccc(C)cc2)n2c1CCC2	6%	7%	-1%	0.4%	9%
C=C(C)CNC(=S)NNC(=O)c1cc(C)oc1C	-26%	-2%	-2%	0.2%	0%
Cc1ccc(Cn2ccccc2=N)cc1	-1%	5%	-3%	0.0%	-7%
COc1ccc(Cn2nnnc2C(c2cccs2)N2CCOCC2)cc1 (centres undefined)	9%	3%	-2%	1.6%	-13%
C=CC[N+](C)(C)C/C(Cl)=C(\Cl)c1ccccc1	-5%	5%	-1%	1.0%	8%
Cc1ccc(NC(=O)CN(C)C(=O)CSc2nccn2C)cc1	4%	nt	-8%	i	-20%
O=C(COC(=O)Cc1ccsc1)Nc1ccccc1Cl	50%	nt	2%	1.7%	-14%
COc1ccc(NC(=O)c2ccc3c(SCC(=O)O)c4c(nc3c2)CCCC4)c(OC)c1	0%	-2%	-6%	1.7%	-2%
CC(=O)c1ccc(NC(=O)C2C3CCC(C3)C2C(=O)O)cc1 (centres undefined)	-8%	-5%	-1%	1.1%	-3%
Cc1cccc(NC(=O)CSc2nc(C3CC3)nc3ccccc23)c1	-3%	6%	4%	0.6%	5%
O=C(CCCCCNc1nc(=S)[nH]c2ccccc12)NCc1ccccc1Cl	4%	9%	10%	nt	nt
Cc1ccccc1CN1CCC(C(=O)Nc2ccc(Oc3cccnc3)cc2)CC1	nt	2%	-4%	4.2%	0%
CCOC(=O)Cn1nnc(-c2ccc(OCC(C)C)cc2)n1	?	6%	?	i	-4%
CCNc1nc(NCC)nc(SCCOc2ccc(C)cc2)n1	40%	0%	-7%	6.3%	0%
Cc1cccc(NS(=O)(=O)c2ccc(C(=O)NCCCN3CCCC3=O)cc2)c1C	4%	-4%	6%	0.6%	8%
O=C(O)c1ccc(CSc2ccccn2)cc1	-5%	7%	11%	0.6%	4%	inhibitors of VEEV 10K pilot screen=1.0
Cc1ccc2[nH]cc(S(=O)(=O)c3ccc(C(C)C)cc3)c(=O)c2c1	1%	-12%	16%	1.2%	1%
COc1ccc(OC)c(S(=O)(=O)NC(C)c2ccc(-n3ccnc3)cc2)c1 (centres undefined)	18%	nt	3%	i	-2%

Looked up by compound from the entries so far (two):
SMILES	M. tuberculosis	PhoP GFP inhibition	H37Rv inhibition	inhibitors of VEEV	influenza NS1A	others
COc1ccc(NC(=O)c2ccc([N+](=O)[O-])s2)c([N+](=O)[O-])c1	?	-2%	6%	0.8%	1%
COc1ccc(Cn2nnnc2C(c2cccs2)N2CCOCC2)cc1 (centres undefined)	9%	3%	-2%	1.6%	-13%

The list continues.
SMILES	M. tuberculosis	PhoP GFP inhibition	H37Rv inhibition	inhibitors of VEEV	influenza NS1A	others
CCOC(=O)C1CCN(S(=O)(=O)c2ccc(CN3C(=O)c4cccnc4C3=O)cc2)CC1	-3%	-21%	0%	2.0%	10%
C=CCn1c(SCC(=O)O)nnc1-c1ccc(C(C)(C)C)cc1	17%	3%	8%	0.2%	3%
C=CCn1c(NCCO)nc2sc3c(c2c1=O)CCC3	nt	nt	-5%	2.2%	5%
Cc1[nH]c2ccc(C(=O)NC3CCCC3)cc2c1C	41%	nt	-8%	7.5%	0%
C=CCOC(=O)C1=C(C)NC(=O)NC1c1ccc(N(C)C)cc1 (centres undefined)	1%	-5%	-2%	1.3%	2%
COc1ccc(C2=Nn3c(nnc3-c3cccnc3)SC2)cc1	nt	nt	nt	2.8%	-1%
Cc1ccc(S(=O)(=O)NCC(C)n2nc(C)cc2C)cc1 (centres undefined)	-7%	1%	5%	i	4%
O=C(O)CCN1CC2([N+](=O)[O-])CC=C(OCCO)C([N+](=O)[O-])(C1)C2 (centres undefined)	0%	-17%	1%	0.3%	-1%
Cc1ccc(S(=O)(=O)Nc2ccccc2C(=O)Nc2sccc2C(=O)NN(C)C)cc1	53%	1%	-1%	1.2%	-11%	inhibitors of VEEV 10K pilot screen=0.5
Cc1onc(-c2ccccc2)c1-c1ccnc(N)n1	-4%	0%	-16%	1.2%	-20%
CC(C)(C)C(=O)NC(=S)Nc1ccc(S(=O)(=O)Nc2nccs2)cc1	52%	0%	-7%	1.7%	2%
Nc1ccc(Oc2ccc3c(c2)C(=O)NC3=O)cc1	-11%	-3%	-1%	0.5%	-4%
CCOC(=O)c1c(C)c(C(=O)NCC2CCCO2)c(C)n1C (centres undefined)	-2%	-11%	-5%	2.1%	-1%
